IL1B NFkB inh: blocks IL-1B driven NFkB nuclear translocation in HUVEC cells; inhibition, % at 2 µM; HUVEC IL-1B NFkB p65 nuclear translocation imaging; 0.43% of 94,000 active;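 active = inhibition above about 30% together with a positive call from visual inspection of the well image, limit read from the data; inconclusive = inhibition above a set limit but visual check negative; inactive = inhibition not above a set limit, visual check negative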;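 note: nuclear over cytoplasmic p65 intensity ratio measured by imaging; 0% = IL-1B stimulated DMSO wells and 100% = unstimulated DMSO wells; values of inactives mirror those of a sister screen read the other way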
IL1B NFkB pot: enhances IL-1B driven NFkB nuclear translocation; HUVEC IL-1B NFkB p65 nuclear translocation imaging; activation, % at 2 µM; 0.3% of 94,000 active;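 active = activation above 40%, about the mean plus 3 SD, also judged a hit on visual image review; inconclusive = activation above 40% but not a hit on visual review; inactive = activation not above 40% and no visual hit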;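 note: percent activation is computed from the nuclear over cytoplasmic p65 intensity ratio; values of inactives mirror those of a sister screen read the other way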
MRP resist rev: reverses drug resistance mediated by MRP | H69AR cells + 2 uM doxorubicin, CellTiter-Glo, 72 h | differential viability (reversal), % at 10 µM | 0.04% of 85,000 active | AID 602;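 active = viability drop by adding the cancer drug above about 55%, with treated viability meeting a 40% cutoff, limit read from the data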;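 note: viability without doxorubicin minus viability with 2 µM doxorubicin for each compound; larger differential means the compound sensitizes cells more to doxorubicin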
PLAP inhibition: inhibition of human placental alkaline phosphatase – biochemical, luminescence, HTS (AID 690). purified PLAP, luminescent substrate; higher % means a stronger effect. 0.08% of 96,000 active. one-dose inhibition, % at 20 µM; IC50 in µM for titrated hits; in the data active = a potency from the dose series; inactive = the rest, 99 in 100 with inhibition below about 30%; note: strong numbers were not always called active
Bcl-B TR3 displacers: displacers of TR3 peptide from Bcl-B, primary screen, selectivity assay for Bfl-1 inhibitor project, biochemical, fluorescence polarization; AID 748; displacement, % at 20 µM; hits with a dose series show IC50 in µM; 0.11% of 96,000 active; FP displacement of FITC-TR3 peptide from Bcl-B; higher % means a stronger effect;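 active = displacement above 50% at 20 µM plus a fluorescence interference ratio under 1.5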;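 note: plate controls were wells without compound for no effect and wells lacking Bcl-B protein for full effect; a part of the inactive calls stands beside numbers as strong as those of hits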
MRP resist rev cytotoxicity: second read-out of MRP resist rev, no call of its own (marks repeat the call); viability, %; H69AR cells, CellTiter-Glo, 72 h; measured here: cytotoxicity without doxorubicin
MRP resist rev with doxorubicin: second read-out of MRP resist rev, no call of its own (marks repeat the call); viability, %; measured here: viability with 2 uM doxorubicin; active compounds read low
IL1B NFkB inh cell count 2 µM: further read-out of IL1B NFkB inh, marked with its call; cell count; measured here: cells passing quality filter;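 raw number of nuclei counted in each imaged well without normalization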
IL1B NFkB pot cell count 2 µM: second read-out of IL1B NFkB pot, no call of its own (marks repeat the call); cell count; measured here: cells passing quality filter
* marks the source's active call; other numbers are inactive results; ? = inconclusive; . = no result given.

Order of results: MRP resist rev cytotoxicity	IL1B NFkB pot cell count 2 µM	Bcl-B TR3 displacers	IL1B NFkB inh cell count 2 µM	MRP resist rev with doxorubicin	IL1B NFkB pot	IL1B NFkB inh	MRP resist rev	PLAP inhibition
C=CCc1c(C)nc(C)nc1N/N=C/c1ccc(F)cc1
→ 75.7	146	-16.7%	146	77.1	7.1	-7.1	-1.3	-35.8%
N#Cc1c2c(c(NCc3ccco3)n3c1nc1ccccc13)CCC2
→ 53.0	128	-3.9%	128	29.8	-6.3	6.3	23.3	4.8%
Cc1ccc2occ(C(c3nnnn3Cc3ccccc3)N3CCOCC3)c(=O)c2c1 (configuration not stated)
→ 82.9	165	-3.2%	165	79.5	-0.6	0.6	3.4	-24.2%
CN1/C(=C/C=C(/C#N)C(N)=O)C(C)(C)c2ccccc21
→ .	81	-96.7%	81	.	14.7	-14.7	.	24.5%
Cc1ccc2cc(C(c3nnnn3Cc3ccccc3)N3CCc4ccccc43)c(=O)[nH]c2c1 (configuration not stated)
→ 70.9	62	-1.4%	62	76.8	-1.1	1.1	-6.0	-34.3%
Cc1cc2nc(C(F)(F)F)[nH]c(=O)n2n1
→ 105.5	.	3.2%	.	89.2	.	.	16.3	4.7%
Cc1ccc(C(=O)COC(=O)CCc2nc3ccccc3[nH]c2=O)cc1C
→ .	104	11.5%	104	.	-17.9	17.9	.	-18.9%
Cc1ccc(NCC(=O)N/N=C\c2ccc([N+](=O)[O-])o2)cc1
→ .	108	-0.9%	108	.	5.1	-5.1	.	8.2%
CC1=NN(/C(=N\c2nnc(C)s2)Nc2ccccc2)[C@H](c2cccc3ccccc23)S1
→ 40.5	138	.	138	72.1	2.0	-2.0	-31.5	.
CCOc1ccccc1NC(=O)Cn1nnc(C(=O)Nc2ccccc2Cl)c1N
→ 81.4	194	-4.2%	194	79.0	-7.6	7.6	2.4	4.8%
COc1ccc(-c2nnc(SCC(=O)c3cccs3)o2)c(OC)c1
→ 67.2	101	2.9%	101	66.6	-4.6	4.6	0.7	-1.4%
COC(=O)c1oc2ccc(Cl)cc2c1NC(C)=O
→ 89.7	120	4.7%	120	85.1	-5.7	5.7	4.6	-5.5%
CCOC(=O)C1CCCN(c2c(NCCN3CCCCC3C)c(=O)c2=O)C1 (configuration not stated)
→ 100.4	51	-1.2%	51	93.0	9.3	-9.3	7.4	0.0%
O=C(c1nc(-c2ccccc2)n(-c2ccccc2)n1)N1CCN(S(=O)(=O)c2ccccc2)CC1
→ 85.0	.	-5.4%	.	45.4	.	.	39.5	-52.3%
CCOc1cc(NS(=O)(=O)c2ccc(OC)cc2)c(OCC)cc1NC(=O)c1ccco1
→ 90.1	134	.	134	90.1	15.7	-15.7	-0.1	.

Given as comma-separated lines: two of the compounds above.
SMILES,MRP resist rev cytotoxicity,IL1B NFkB pot cell count 2 µM,Bcl-B TR3 displacers,IL1B NFkB inh cell count 2 µM,MRP resist rev with doxorubicin,IL1B NFkB pot,IL1B NFkB inh,MRP resist rev,PLAP inhibition
COc1ccc(-c2nnc(SCC(=O)c3cccs3)o2)c(OC)c1,67.2,101,2.9%,101,66.6,-4.6,4.6,0.7,-1.4%
COC(=O)c1oc2ccc(Cl)cc2c1NC(C)=O,89.7,120,4.7%,120,85.1,-5.7,5.7,4.6,-5.5%

(cont.)
Order of results: MRP resist rev cytotoxicity	IL1B NFkB pot cell count 2 µM	Bcl-B TR3 displacers	IL1B NFkB inh cell count 2 µM	MRP resist rev with doxorubicin	IL1B NFkB pot	IL1B NFkB inh	MRP resist rev	PLAP inhibition
COc1ccc(CCNC(=O)CSc2nnc(-c3ccccc3)o2)cc1OC
→ 101.7	.	-2.3%	.	103.1	.	.	-1.4	14.7%
O=C(Nc1cnc2ccccc2c1)c1ccncc1
→ 89.8	162	2.7%	162	79.2	-12.9	12.9	10.6	8.5%
CC1CCN(c2ccc(NC(=O)c3cccnc3)cc2)CC1
→ 62.2	120	2.2%	120	66.0	20.2	-20.2	-3.8	-5.7%
CCOc1cc(CO)cc(Br)c1OCC(=O)O
→ 106.8	121	.	121	103.1	4.1	-4.1	3.6	.
O=C(CSc1nnc(-c2ccncc2)n1-c1ccccc1)N1CCN(c2ccc(Cl)cc2)CC1
→ 77.5	174	-0.6%	174	75.8	15.9	-15.9	1.7	17.8%
CCOc1ccc(NC(=O)CSc2nc3ccccc3c(=O)n2CCNC(C)=O)cc1
→ 110.6	119	-6.8%	119	113.3	-5.3	5.3	-2.6	-9.0%
Cc1ccc(N=Cc2sc(O)c3ccccc23)cc1
→ .	146	51.1%	146	.	27.9	-27.9	.	-13.3%
CCOC(=O)c1ccc(OCc2nc(-c3cccs3)no2)cc1
→ 100.1	82	-12.1%	82	87.5	0.8	-0.8	12.6	14.2%
COc1ccc(-c2nn(CC(=O)N(C)C)c(=O)c3ccccc23)cc1
→ 96.0	.	2.8%	.	93.4	.	.	2.5	-5.4%
COc1ccc(C2=NOC(C(=O)NCc3ccccn3)C2)cc1OC (configuration not stated)
→ 96.0	172	-11.1%	172	104.9	6.7	-6.7	-8.9	14.4%
COC(=O)c1cc(OC)c(OC)cc1NC(=O)CSc1nnnn1Cc1ccccc1
→ 77.2	179	-3.6%	179	88.3	0.5	-0.5	-11.1	-15.6%
CCc1cc(=O)oc2cc(C)cc(OCc3nn[nH]n3)c12
→ 97.8	117	-7.2%	117	87.5	0.9	-0.9	10.3	6.0%
O=C(Nc1ccc2nc(-c3ccccc3)oc2c1)c1ccco1
→ 85.9	140*	-0.6%	140	92.8	40.3*	-40.3	-6.9	10.3%
Cc1cc(N2C(=O)C(O)=C(C(=O)c3ccco3)C2c2ccc(O)cc2)no1 (configuration not stated)
→ 94.9	137	-4.2%	137	97.7	-5.4	5.4	-2.8	-9.0%
Cc1ccc(C(=O)C(C)OC(=O)C2=COCCO2)cc1C (configuration not stated)
→ 101.7	97	2.7%	97	91.5	8.8	-8.8	10.2	0.7%

(listing goes on)
Order of results: MRP resist rev cytotoxicity	IL1B NFkB pot cell count 2 µM	Bcl-B TR3 displacers	IL1B NFkB inh cell count 2 µM	MRP resist rev with doxorubicin	IL1B NFkB pot	IL1B NFkB inh	MRP resist rev	PLAP inhibition
Cc1scc(C(=O)Nn2cnnc2)c1-c1ccccc1
→ 98.6	178	-1.8%	178	112.2	-5.6	5.6	-13.6	-62.1%
Oc1ccc(CN2CCc3ccccc3C2)c2cccnc12
→ 38.2	144	44.3%	144	86.0	6.1	-6.1	-47.8	-109.5%
O=C(NCc1ccccn1)c1cccc([N+](=O)[O-])c1
→ .	157	13.2%	157	.	12.9	-12.9	.	1.7%
O=C(Nc1ccc2[nH]c3c(c2c1)CCCC3)c1ccco1
→ 46.5	134	45.6%	134	67.9	25.7	-25.7	-21.4	-27.0%
CCOc1ccccc1-n1c(SCC(=O)N(CC)CC)nnc1-c1ccccn1
→ 90.3	85	1.4%	85	88.4	2.5	-2.5	1.9	-3.7%
CCOc1ccc(N2C(=O)CC(/C=C3/N(C)c4ccccc4C3(C)C)C2=O)cc1 (configuration not stated)
→ 99.5	105	-13.5%	105	85.7	-7.1	7.1	13.9	-29.8%
COc1cccc(Nc2nc(-c3sc(NC(=O)CC(C)C)nc3C)cs2)c1
→ .	187	-33.7%	187	.	16.1	-16.1	.	6.9%
COCCOC(=O)c1c(C)nc(SCC(=O)Nc2ccc(C)cc2)c(C#N)c1-c1ccco1
→ 53.5	.	-10.4%	.	57.0	.	.	-3.5	12.5%
CCOC(=O)C(C)n1cnc2c(nnn2Cc2ccc(C)cc2)c1=O (configuration not stated)
→ 98.6	112	-2.9%	112	99.3	21.0	-21.0	-0.7	-18.4%
Cc1nn(C)c(C)c1S(=O)(=O)NC1CCCC1
→ 82.8	74	12.1%	74	95.1	-0.5	0.5	-12.2	15.8%
Cc1ccc(-c2ncccc2OC(=O)C23CC4CC(CC(C4)C2)C3)cc1
→ .	114	-1.5%	114	.	-0.7	0.7	.	6.9%
Cc1ccc(-n2c(=O)c(C#N)cc3c(=O)n4ccccc4nc32)cc1C
→ 75.1	160	0.4%	160	87.2	10.8	-10.8	-12.1	16.1%
CCCSc1nc(N2CCOCC2)c2c(c1C#N)CC(C)(C)SC2
→ 54.9	171	-3.4%	171	66.2	-10.8	10.8	-11.3	-30.2%
CCOC(=O)N1CCN(C(=O)CSc2nc3c([nH]c4ccccc43)c(=O)n2C)CC1
→ 87.8	140	.	140	94.5	-5.3	5.3	-6.7	.
Cc1ccc(-c2nc(NCCN3CCOCC3)c3ccccc3n2)cc1
→ 44.7	104	-0.2%	104	70.7	8.8	-8.8	-26.0	-34.9%

The list goes on.
Order of results: MRP resist rev cytotoxicity	IL1B NFkB pot cell count 2 µM	Bcl-B TR3 displacers	IL1B NFkB inh cell count 2 µM	MRP resist rev with doxorubicin	IL1B NFkB pot	IL1B NFkB inh	MRP resist rev	PLAP inhibition
CC(C(=O)N1CCc2ccccc21)n1cccc1 (configuration not stated)
→ 102.2	162	-11.5%	162	87.8	22.2	-22.2	14.5	7.5%
CCOC(=O)N1CCN(C(=O)CCSc2ccccc2)CC1
→ 95.8	.	6.5%	148	88.3	?	-48.1	7.5	-42.4%
CNCCCOc1ccc(C)cc1Br
→ 87.8	98	30.2%	98	84.0	10.7	-10.7	3.8	12.9%
CCN1CCN(C2=NC(=O)/C(=C/c3ccc(C)o3)S2)CC1
→ .	105	17.2%	105	.	-10.3	10.3	.	-2.2%
Cc1ccc(S(=O)(=O)N(C)CC(=O)Nc2cccc3c2CCCC3)cc1
→ .	133	-1.0%	133	.	3.5	-3.5	.	-0.4%
CCCCCCCC(=O)NNC(=O)Cc1ccccc1
→ .	158	-2.0%	158	.	-11.8	11.8	.	-18.4%
CC(=O)C1C(c2ccccc2OC(F)F)NC(=O)NC1(O)C(F)(F)F (configuration not stated)
→ 71.8	124	-11.9%	124	71.7	22.0	-22.0	0.1	-1.5%
Cc1cc2cc3c(cc2nc1SCC(=O)N1c2ccccc2CC1C)OCO3 (configuration not stated)
→ 88.4	124	.	124	83.2	-1.3	1.3	5.2	.
COc1ccc(OC)c(NC(=O)CN(c2ccc(OC)c(Cl)c2)S(C)(=O)=O)c1
→ 71.3	.	8.5%	.	76.5	.	.	-5.2	-68.3%
O=C(/C=N/O)NCCCn1ccnc1
→ 95.6	187	-4.4%	187	95.5	25.9	-25.9	0.1	10.3%
CSCCC(NS(=O)(=O)c1ccc2c(c1)OCCO2)C(=O)NCCc1ccccn1 (configuration not stated)
→ 97.5	100	-6.9%	100	87.7	0.9	-0.9	9.8	-18.8%
CCN(C(=O)CN1CCN(c2ccc(O)cc2)CC1)c1c(N)n(Cc2ccccc2)c(=O)[nH]c1=O
→ 97.9	188	-6.1%	188	99.8	12.1	-12.1	-1.8	-10.6%
CCc1ccc(NC(=O)c2cc(C(C)C)on2)cc1
→ 72.7	.	12.5%	194	92.1	?	-45.0	-19.4	-10.5%
O=C(NCc1ccccc1)c1ccc(CN2CCOCC2)cc1
→ 86.5	.	2.5%	.	86.0	.	.	0.6	-6.2%
Cc1ccsc1C(C(=O)NC1CCCCC1)N(C(=O)Cc1cccs1)C1CC1 (configuration not stated)
→ 25.5	109	-4.7%	109	81.7	7.1	-7.1	-56.2	-7.0%
COc1ccc(-c2nc(N)n[nH]2)cc1
→ 93.6	168	-0.7%	168	92.4	-12.2	12.2	1.2	2.4%

Not all compounds are listed (hit frequency here may not be typical).
